Bioassay records as filed in PubChem BioAssay.
TIM10 inh – growth inhibitors of TIM10 yeast strain; S. cerevisiae TIM10 strain growth, BacTiter-Glo luminescence, 24 h; inhibition, % at 10 µM; 330,000 compounds, 1.4% hits;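 active means inhibition of 40% or more at the single tested concentration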;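 further: wild-type TIM10 isogenic control strain grown at permissive 25 °C; 0% = DMSO yeast wells and 100% = minimal medium wells without yeast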
Apaf-1 inh – human Apaf-1 inhibition; O14727; reconstituted apoptosome caspase-3 activity, DEVD-Rh110 fluorescence; inhibition, % at 20 µM; 330,000 compounds, 0.71% hits; AID 489030; active means inhibition of at least 40% at 20 µM;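 further: plate controls were DMSO wells for no effect and DEVD-CHO caspase inhibitor wells for full effect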
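Material: biochemical Apaf-1 apoptosome reconstitution. Medium: Hepes buffer, pH 7.5. Also added: cytochrome c activation, bis-DEVD rhodamine 110 substrate. Timing: 30 min compound preincubation, 50 min activation, room temperature. Measured by: rhodamine 110 fluorescence at Ex 480/Em 540 nm.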
tim10-1 inh – growth inhibitors of tim10-1 mutant yeast; S. cerevisiae tim10-1 ts strain growth, BacTiter-Glo, 24 h; inhibition, % at 20 µM; 330,000 compounds, 2.2% hits; AID 463190;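 active means inhibition of at least 40%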;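 further: mutant grown at 25 °C; 0% = DMSO wells with yeast and 100% = wells holding no yeast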
NLRP3 yeast inh – blocks the NALP3 inflammasome reconstituted in yeast; inhibition, % at 10 µM; Yeast reconstituted NLRP3/ASC/caspase-1, beta-gal luminescence, 24 h; 330,000 compounds, 0.39% hits; AID 2825;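 active means inhibition of 50% or more; inactive means inhibition below 50%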;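 further: plate controls were induced DMSO wells for no effect and uninduced yeast grown without galactose for full effect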
hIAP activ – human IAP activation; P09923; purified human IAP, CDP-Star luminescence, 30 min; stronger effect = higher value; 1 = vehicle-only enzyme, 0 = enzyme-free background; activation factor at 10 µM; 330,000 compounds, 0.16% hits; AID 2524;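 active means activation factor of the enzyme at least 2-fold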; further: the source names both 10 and 20 µM as test concentration; values of inactives mirror those of a sister screen read the other way
Target sequence (P09923 whole entry, looked up): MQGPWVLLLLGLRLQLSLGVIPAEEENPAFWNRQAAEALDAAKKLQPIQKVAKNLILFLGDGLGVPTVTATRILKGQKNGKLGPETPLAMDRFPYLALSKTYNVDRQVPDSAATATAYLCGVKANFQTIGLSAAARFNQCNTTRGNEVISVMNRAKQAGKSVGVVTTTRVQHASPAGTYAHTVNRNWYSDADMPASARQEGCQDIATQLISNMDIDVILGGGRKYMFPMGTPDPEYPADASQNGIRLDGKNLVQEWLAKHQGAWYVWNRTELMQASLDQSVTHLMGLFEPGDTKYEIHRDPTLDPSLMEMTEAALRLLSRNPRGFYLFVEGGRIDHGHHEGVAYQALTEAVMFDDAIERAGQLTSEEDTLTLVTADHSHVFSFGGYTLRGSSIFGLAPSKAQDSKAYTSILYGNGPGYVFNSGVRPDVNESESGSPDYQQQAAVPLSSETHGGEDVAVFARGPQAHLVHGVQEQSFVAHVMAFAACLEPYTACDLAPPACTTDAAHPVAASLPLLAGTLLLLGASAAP
mIAP act – mouse IAP activation; muIAP, CDP-Star luminescence, 30 min; stronger effect = higher value; 1 = vehicle-only enzyme signal, 0 = enzyme-free wells; activation factor at 10 µM; 330,000 compounds, 0.24% hits; AID 2805;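 active means activation factor of at least 2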; further: the source names both 10 and 20 µM as test concentration; values of inactives mirror those of a sister screen read the other way
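System: Mouse IAP enzyme | Also added: CDP-Star substrate | Dosing: Compounds dispensed in DMSO | Schedule: 30 min enzyme-substrate-compound incubation at room temperature | Technique: Chemiluminescence readout | Control set: DMSO-only wells and no-enzyme negative control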
mIAP inh – mouse IAP inhibition | purified mouse IAP, CDP-Star luminescence, 30 min | inhibition, % at 10 µM | 330,000 compounds, 0.2% hits | AID 2806;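 active means inhibition of at least 40% at 10 µM in the primary screen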;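 further: plate controls were DMSO with enzyme for no effect and no enzyme wells for full effect; values of inactives mirror those of a sister screen read the other way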
hIAP block – blocks human intestinal alkaline phosphatase; P09923; purified IAP, CDP-Star luminescence, 30 min; inhibition, % at 10 µM; 330,000 compounds, 0.12% hits;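 active means inhibition reaching a set limit with compound at 10 µM in the primary screen, cut at about 35% in these data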;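 further: plate controls were DMSO wells with enzyme for no effect and no-enzyme buffer wells for full effect; values of inactives mirror those of a sister screen read the other way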
ATG4B inhibitor – inhibitors of human ATG4B cysteine protease; inhibition, % at 8.33 µM; ATG4B cleavage of LC3-PLA2, NBD-HPC fluorescence, 1 h; 340,000 compounds, 0.51% hits; in the data active means inhibition above about 40%
Target sequence (Q9Y4P1 whole entry, looked up): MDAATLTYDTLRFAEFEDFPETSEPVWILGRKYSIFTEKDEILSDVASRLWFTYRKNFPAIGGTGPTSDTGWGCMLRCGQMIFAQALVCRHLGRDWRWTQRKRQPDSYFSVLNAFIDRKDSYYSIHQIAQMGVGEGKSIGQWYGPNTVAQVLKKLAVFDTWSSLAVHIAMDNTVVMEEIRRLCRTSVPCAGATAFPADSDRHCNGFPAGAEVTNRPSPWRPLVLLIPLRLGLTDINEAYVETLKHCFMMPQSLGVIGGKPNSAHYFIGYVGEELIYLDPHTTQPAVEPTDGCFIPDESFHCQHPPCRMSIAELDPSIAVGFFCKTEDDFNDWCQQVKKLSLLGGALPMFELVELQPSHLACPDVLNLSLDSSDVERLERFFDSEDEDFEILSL
An asterisk follows results filed as active; . = not tested or not shown. Outcome played no part in choosing rows; overall some 4.5% were active at least once.

SMILES	TIM10 inh	Apaf-1 inh	tim10-1 inh	NLRP3 yeast inh	hIAP activ	mIAP act	mIAP inh	hIAP block	ATG4B inhibitor
COc1ccc(S(N)(=O)=O)cc1C(=O)OCCCOC(=O)c1cc(S(N)(=O)=O)ccc1OC	3	3	-2	17	0.93	1.1	-10	7	-2
Cc1ccc2oc(=O)n(CCOc3ccccc3C)c2c1	-8	10	28	-10	0.94	1.1	-8	6	-11
Cc1nn(-c2ccc(Cl)c(Cl)c2)c(=O)c2ccccc12	9	-3	14	0	0.82	0.95	5	18	-2
COc1ccccc1C(=O)COC(=O)CNS(=O)(=O)c1ccc(C)cc1	-15	-3	15	8	1.1	0.93	7	-12	-3
Cc1ccc(CCSc2ccc(C(C)C)cc2)cn1	-15	12	-2	0	1	1	-1	-2	0
O=C(O)[C@@H]1CSC2c3ccccc3C(=O)N21 (stereo not given in full)	-1	8	8	15	0.99	1	-2	1	-2
CC(=O)c1ccc(N2CCN(C(=O)CNS(=O)(=O)c3ccc4c(c3)OCCCO4)CC2)c(F)c1	9	15	1	15	1.1	1	-1	-10	-10
O=C(CSc1ccc(-c2ccc(F)cc2)nn1)NCCc1ccccc1	3	-11	18	-28	1	1	-2	-1	5
COc1cccc(N2CC(C(=O)NC3CCCCC3)CC2=O)c1 (stereo not given)	-8	0	8	6	0.96	1	0	4	-3
S=C(Nc1ccccc1)c1nc2ccccc2s1	16	17	29	18	1.1	0.91	9	-14	5
O=C(c1ccc2c(c1)OCCO2)N(c1ccccn1)C1CCCCC1	3	3	39	24	0.95	1.1	-10	5	-3
CC[C@H](C)C(C(=O)N1CCN(C(=O)OC(C)(C)C)CC1)n1cc(C(Cc2ccc(O)cc2)NC(=O)OC(C)(C)C)nn1 (stereo not given in full)	3	-2	4	7	1	0.98	2	-1	-1
CCCCN1CCS(=O)(=O)N(Cc2ccccc2Br)CC(C(=O)OC)C1 (stereo not given)	-4	24	15	.	.	1	-3	.	.
Cc1cc(Cl)cc(C)c1OCCOCCNCc1ccccc1	16	18	7	37	1	1.1	-6	-1	-4
COc1cc(/C=C/c2cc(OC(C)=O)c3ccccc3n2)c(OC(C)=O)c([N+](=O)[O-])c1	12	16	4	13	1	0.9	10	-1	20
COc1ccc(Cl)cc1NC(=O)CN1C(=O)NC(C)(Cc2ccc(OC)c(OC)c2)C1=O (stereo not given)	-1	-3	0	9	1.1	1.1	-7	-7	6
CC(=O)c1c(C)oc2ccc(NS(=O)(=O)c3cccs3)cc12	6	-3	5	22	0.91	1	-3	9	-2
COc1ccc2c(C)nc(Nc3nc(-c4ccccc4)cc(=O)[nH]3)nc2c1	-28	11	36	36	1.6	0.89	11	-56	-7
COC(=O)c1ccc(COC(=O)c2cnc(Cl)c(Cl)c2)cc1	-15	11	3	-11	1	1.1	-7	-4	-16
CC(=O)c1ccccc1NC(=O)COC(=O)CSCC(=O)Nc1cc(C)on1	5	-4	12	4	1	0.95	5	-3	-1
Cc1nc(SCC(=O)N2CCOCC2)c2ccsc2n1	2	2	-17	10	0.86	0.97	3	14	-4
COc1ccc(OC)c(NC(=O)CCC(=O)Nc2nnc(C(C)C)s2)c1	4	-3	-3	13	0.89	1	-3	11	-6
O=C(N=Nc1c(O)[nH]c2ccc(Br)cc12)c1ccccc1-n1cccc1	48*	-5	32	11	1.2	0.83	17	-15	6
O=C(Nc1cc(C(F)(F)F)ccc1-n1cncn1)c1ccc([N+](=O)[O-])o1	47*	4	73*	13	0.8	1	-1	20	-3
CC(=O)c1ccc(NC(=S)NC2CCCC(C)C2C)cc1 (stereo not given)	47*	-6	45*	19	0.86	1.2	-18	14	-4
Carrying on:
SMILES	TIM10 inh	Apaf-1 inh	tim10-1 inh	NLRP3 yeast inh	hIAP activ	mIAP act	mIAP inh	hIAP block	ATG4B inhibitor
C#Cc1ccc([C@@H]2C=C(C(=O)N3CCOCC3)O[C@H](OCCCCO)C2)cc1	3	4	-1	-2	1	1.1	-8	-4	-7
CCOC(=O)N1CCC2(CC1)NCCc1c2[nH]c2ccccc12	-16	-7	-11	-7	1.3	1.1	-10	-29	-2
CCN(CC(=O)NCc1ccc(F)cc1)CC(=O)Nc1cc(S(=O)(=O)N(C)C)ccc1C	11	9	11	25	1	1	-3	-2	-55
O=C(CNc1ccc(Br)cc1)c1ccc(O)cc1	15	-1	36	16	1.1	0.96	4	-8	2
CC(Sc1nnc2ccccn12)C(=O)Nc1ccc(Cl)cn1 (stereo not given)	-7	-3	3	3	1.1	1	-4	-11	4
CCOC(=O)[C@@H]1[C@H]2COc3ccccc3[C@H]2N2C(=O)N(c3cccc(C)c3)C(=O)[C@]12C	-1	17	9	14	0.94	1.1	-6	6	5
COc1ccc(C(=O)NC2CCSC2=O)cc1 (stereo not given)	-12	-4	-13	8	0.86	1	-4	14	13
Cc1ccc(C(=O)NC2CC3CCCC(C2)N3C(=O)NC2CCCCC2)cc1 (stereo not given)	5	1	5	3	1.1	1	-1	-10	.
O=C(COc1ccccc1[N+](=O)[O-])N/N=C/c1ccc(O)cc1	-6	5	-9	-2	0.9	1.1	-10	10	-13
COc1ccc(S(=O)(=O)NNC(=O)c2csc(-n3nc(C)cc3C(F)(F)F)n2)cc1OC	17	-7	15	21	1	0.94	6	-4	-19
O=C(CN1CCN(S(=O)(=O)N2CCOCC2)CC1)Nc1cc(Cl)ccc1Cl	-7	5	21	13	0.85	0.99	1	15	2
Cc1cc(O)c(C(=O)/C=C/c2cccc([N+](=O)[O-])c2)c(=O)o1	15	14	12	20	1	0.98	2	-2	-2
CCOc1cc(/C=N/NC(=O)c2cc3c(ccc4ccccc43)o2)ccc1O	0	25	9	33	0.91	0.99	1	9	-17
Clc1ccccc1-c1nc2ccccc2[nH]1	17	-9	-27	48	0.87	1	-1	13	35
C=CCOc1ccc(NC(=O)C(=O)NCCCn2ccnc2)cc1	-9	-16	5	5	0.75	0.94	6	25	-4
Cc1ccc(-n2ncc(C#N)c2/N=C/N2CCCCCC2)cc1	7	6	31	5	0.96	1.1	-9	4	-7
CN1CCN(C(=O)c2sc(=S)n(-c3ccccc3)c2N)CC1	-1	13	14	5	0.95	0.86	14	5	-7
CCn1c(SCC(=O)N2CC(=O)Nc3ccccc32)nnc1-c1ccoc1C	2	2	7	-7	1	1	-2	-4	-2
O=C(OCC(=O)N1CCOCC1)c1ccccc1OCc1ccc(Cl)cc1	-5	11	5	18	1.1	1.1	-9	-10	-1
CN1C(=O)/C(=N/OC(=O)c2ccccc2)c2ccccc21	19	-6	-25	7	1.1	0.91	9	-7	1
CCCOC(=O)c1ccc(NC(=O)c2ccccc2[N+](=O)[O-])cc1	10	3	11	19	1.1	0.92	8	-12	-4
O=C(NCC(c1ccccc1Cl)N1CCCC1)c1ccc(N2CCCC2=O)cc1 (stereo not given)	2	4	20	20	0.97	1.1	-8	3	-8
CCn1nnc(NC(=O)c2cc3ccccc3o2)n1	-4	-18	-16	-2	0.91	1	-2	9	-4
COc1ccc(OCC(=O)NNC(=O)CCc2ccccc2)cc1	12	-1	1	-1	1.4	0.85	15	-44	4
Fc1ccc(-c2nc3ccccc3c3nc4ccccc4n23)cc1	15	13	32	11	1	0.83	17	-5	15
(continued)
SMILES	TIM10 inh	Apaf-1 inh	tim10-1 inh	NLRP3 yeast inh	hIAP activ	mIAP act	mIAP inh	hIAP block	ATG4B inhibitor
N#CC1=C(N)Nc2nc3ccccc3n2C1c1ccc(F)cc1 (stereo not given)	0	-1	7	3	1.3	1.2	-16	-32	13
COc1ccccc1OCCN1CSC(=S)N(C)C1	53*	1	42*	38	1	0.95	5	-1	-7
O=C(N/N=C/c1cccnc1)NC12CC3CC(CC(C3)C1)C2	21	8	8	-2	1.1	0.99	1	-10	11
CC1C(=O)N2CCCc3cc(S(=O)(=O)N(C)c4ccccc4)cc1c32 (stereo not given)	1	12	9	-3	0.92	1	-1	8	2
Cc1c(C#N)c2ccccc2n1CC(=O)NCc1cccnc1	-13	6	11	9	1	1.1	-12	-1	-12
O=C(c1ccco1)N(Cc1ccc(Cl)cc1)Cc1ccco1	-39	13	39	-3	0.62	1	-2	38*	13
CCOC(=O)CC(=O)CSc1ncnc2c1nnn2-c1ccc(F)cc1	6	5	8	18	1.2	0.68	32	-17	1
CCOC(=O)c1ccc(N2CCOCC2)c(NC(=O)c2nccnc2C(=O)O)c1	8	-12	-4	-4	0.88	1	-4	12	6
CC1=CC(=C(C#N)C#N)C=C(C)N1CCN1CCNCC1	-3	2	-4	5	1.1	1.1	-7	-5	3
CCN(CC)CCNC(=O)c1ccc(NC(=O)c2cccc(S(=O)(=O)N3c4ccccc4CC3C)c2)cc1 (stereo not given)	-14	31	-4	0	1	0.88	12	-2	2
O=C(COC(=O)CN1C(=O)c2ccccc2C1=O)Nc1ccccc1	-10	-2	1	10	0.96	1	0	4	-11
NC(=O)c1cccnc1Nc1ccccc1Cl	28	-8	-3	20	0.78	0.97	3	22	0
COc1cc(-c2nc(-c3cccnc3)no2)cc(OC)c1OC	12	8	35	8	0.97	0.98	2	3	20
CCCCn1cnc2c(cnn2-c2ccc(F)cc2)c1=O	1	0	3	21	1.1	1.1	-6	-6	7
CCCCCCCCN=C1NC(=O)CS1	9	11	-12	25	1	1	-2	-5	6
CN(C)S(=O)(=O)c1ccc(NC(=O)COC(=O)Cn2[nH]c(=O)c3ccccc3c2=O)cc1	-8	-22	-9	3	1	1	-5	-4	-2
Cc1cc(C(=O)N/N=C/c2cc([N+](=O)[O-])ccc2O)c2ccccc2n1	20	0	9	9	1.3	0.76	24	-28	5
CCOC(=O)c1cnn(Cc2ccc(C)cc2)c1N	3	-2	-5	6	0.94	1	0	6	-8
N/C(=N\OC(=O)N1CCOCC1)c1ccccc1	11	-4	-10	15	1.1	1	0	-9	-3
COc1ccc(S(=O)(=O)N(C)CC(=O)NCCN2CCOCC2)cc1	4	-2	-18	-8	1	0.86	14	0	-10
O=C(Cc1ccc(Cl)cc1)OCC(=O)c1ccc[nH]1	3	4	9	19	0.92	0.96	4	8	-3
CC(C)c1cc(NCCCN2CCOCC2)n2c(nc3ccccc32)c1C#N	1	7	6	10	1.1	1	0	-12	-10
CCOC(=O)[C@@H]1[C@H]2COc3ccc(Br)cc3[C@H]2N2C(=O)N(c3ccc(C(F)(F)F)cc3)C(=O)[C@]12C	15	3	4	22	1	0.93	8	0	-1
NNc1nc(-c2ccccc2Cl)c2cc(Br)ccc2n1	41*	29	49*	-1	1	0.98	2	-1	-4
Cc1ccc(Nc2nc(N)nc(CN3CCN(c4ccccc4F)CC3)n2)cc1	-10	21	36	22	1.2	1	-5	-22	-4
CCCCc1c(C)c(C#N)c2[nH]c3ccccc3n2c1=O	10	45*	19	58*	1.2	0.95	5	-21	-1
N#Cc1c(C(F)(F)F)cc(-c2ccccc2)nc1SCC(=O)Nc1sc2c(c1C#N)CCC2	-11	12	6	11	0.84	0.91	9	16	-3

Entries of single compounds, quoted from the list:
O=C(N/N=C/c1cccnc1)NC12CC3CC(CC(C3)C1)C2 is entered as TIM10 inh = 21; Apaf-1 inh = 8; tim10-1 inh = 8; NLRP3 yeast inh = -2; hIAP activ = 1.1; mIAP act = 0.99; mIAP inh = 1; hIAP block = -10; ATG4B inhibitor = 11
CCOC(=O)CC(=O)CSc1ncnc2c1nnn2-c1ccc(F)cc1 is entered as TIM10 inh = 6; Apaf-1 inh = 5; tim10-1 inh = 8; NLRP3 yeast inh = 18; hIAP activ = 1.2; mIAP act = 0.68; mIAP inh = 32; hIAP block = -17; ATG4B inhibitor = 1
